Screens deposited in PubChem by National Center for Advancing Translational Sciences (NCATS).
PI4K2A inh: inhibitors of human PI4K2A; activity change, negative = inhibition, % at 76.9 µM; hit rate 0.13% among 420,000; purified PI4K2A, ADP-Glo luminescence, 1 h; hits give low values; in the data active means activity change below about -50%; inconclusive means mostly about -30% to -49%;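 further: -100% = wells without enzyme as full effect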
Target sequence (Q9BTU6 whole entry, looked up): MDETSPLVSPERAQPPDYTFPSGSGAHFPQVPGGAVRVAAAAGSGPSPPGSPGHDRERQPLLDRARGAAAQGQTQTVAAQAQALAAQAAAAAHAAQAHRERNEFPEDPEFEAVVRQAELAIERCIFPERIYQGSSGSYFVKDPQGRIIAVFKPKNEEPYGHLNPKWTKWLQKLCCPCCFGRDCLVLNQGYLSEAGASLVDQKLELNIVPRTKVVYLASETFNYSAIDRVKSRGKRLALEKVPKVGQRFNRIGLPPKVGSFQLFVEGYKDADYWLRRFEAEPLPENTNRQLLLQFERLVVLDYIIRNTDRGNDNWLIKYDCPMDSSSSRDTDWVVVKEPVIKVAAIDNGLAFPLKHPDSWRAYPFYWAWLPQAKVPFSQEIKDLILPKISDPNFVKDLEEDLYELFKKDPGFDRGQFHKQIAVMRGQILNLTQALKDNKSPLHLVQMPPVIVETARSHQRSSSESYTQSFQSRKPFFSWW
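PI4K2A activity was measured by ADP-Glo luminescence: enzyme (4 ug/mL stock) and phosphatidylinositol (1.2 mM stock) in Tris pH 7.5/MgCl2/EGTA/Triton X-100 buffer were reacted with ATP (300 microM stock) for one hour at ambient temperature.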
TRHR ag: agonists of human TRH receptor; TRHR cells, calcium flux fluo-8, FDSS agonist mode; activation, % at 2 µM; AID 493084; hit rate 0.18% among 360,000; P34981; in the data active means activation above about 30%; further: 0% is about no effect
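Agonist-mode FDSS calcium read (Ex 480/Em 530, 1 s cycles) in 1536-well TRHR cells with fluo-8 dye, after 10-cycle baseline and 23 nL compound addition; TRH at EC20 (10 nM final) added afterwards for the enhancer phase.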
TRHR enhancer: TRH receptor (human) allosteric enhancement | P34981 | TRHR cells, fluo-8 calcium fluorescence, EC20 TRH enhancement | enhancement, % at 2 µM | hit rate 0.66% among 360,000 | AID 493056; in the data active means enhancement above about 30%; further: 0% is about no effect
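TRHR-expressing cells loaded with fluo-8 calcium dye were read kinetically (ex 480/em 530) during compound addition, then stimulated with an EC20 of TRH (10 nM final). Enhancement of the Gq-mediated intracellular calcium response was scored.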
TrxR1 substrate: is turned over as a substrate by rat TrxR1. O89049. Potency, µM (doses to about 114 µM), for the others: top-dose activity change, negative = substrate turnover. AID 588456. purified TrxR1 substrate turnover, NADPH consumption readout. hit rate 0.01% among 390,000; further: potency means the concentration at half of the fitted maximal effect; on the % scale 0 is the no-effect control and ±100 the full control effect; nearly all actives have a fitted effect of over 50% in size
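Rat TrxR1, dispensed at 90 nM, was prereduced with 400 uM NADPH (final) for 5 min at ~22 deg C, then incubated with compound 15 min before 400 uM selenite. A first-read NADPH fluorescence drop versus no-compound background flagged substrates.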
D2 agonist: agonists of human D2 dopamine receptor; P14416; HEK293 T-REx D2 cells, calcium flux agonist mode; activation, % at 2 µM; hit rate 0.53% among 340,000;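 active means activation over 3 SD above normal in the single-dose calcium agonist read, cut at about 30% in these data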; further: 0% is about no effect
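In this primary screen, compounds producing a positive calcium signal within 180 s of addition to tetracycline-induced, force-coupled HEK293 Trex D2 cells are flagged; cells are dye-loaded with a no-wash calcium kit beforehand.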
rTrxR1 inhibitor: blocks rat thioredoxin reductase 1; Potency, µM (series often up to 114 µM), inactives show top-dose activity change, negative = inhibition, hits mostly inhibitors; recombinant rTrxR1, NADPH fluorescence consumption, selenite substrate; O89049; hit rate 1% among 390,000; further: potency means the concentration at half of the fitted maximal effect; on the % scale 0 is the no-effect control and ±100 the full control effect; nearly all actives have a fitted effect of over 65% in size
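Rat TrxR1 (90 nM in the dispensed reagent) was pre-reduced with 400 uM NADPH for 5 min at room temperature, then incubated with compound for 15 min. After 400 uM selenite was added, NADPH fluorescence (Ex 340/Em 450 nm) was followed for 8 min.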
mIDH1 inhibitor: inhibitors of human mutant IDH1 R132H | O75874 | IDH1-R132H enzyme, NADPH consumption, diaphorase/resazurin fluorescence | Potency, µM (doses to about 76.6 µM), for inactives: at the top dose activity change, negative = inhibition, usual class: inhibitors | hit rate 0.093% among 390,000 | AID 602179; further: potency means the concentration at half of the fitted maximal effect; on the % scale 0 is the no-effect control and ±100 the full control effect; nearly all actives have a fitted effect of over 65% in size
Target sequence (O75874 whole entry R132H, stated change not applied): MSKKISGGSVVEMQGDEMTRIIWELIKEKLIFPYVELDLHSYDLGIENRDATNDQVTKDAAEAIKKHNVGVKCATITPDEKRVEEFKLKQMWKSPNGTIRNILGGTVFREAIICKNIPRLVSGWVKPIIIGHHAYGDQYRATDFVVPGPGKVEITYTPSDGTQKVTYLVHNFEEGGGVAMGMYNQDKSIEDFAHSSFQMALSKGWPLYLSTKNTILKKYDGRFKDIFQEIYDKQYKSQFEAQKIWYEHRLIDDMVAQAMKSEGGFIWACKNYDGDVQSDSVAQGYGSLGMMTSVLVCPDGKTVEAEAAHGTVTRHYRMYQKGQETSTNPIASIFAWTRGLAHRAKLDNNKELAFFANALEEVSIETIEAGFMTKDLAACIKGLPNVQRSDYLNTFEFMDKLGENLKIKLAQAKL
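IDH1-R132H (0.5 ug/mL dispensed) in pH 7.5 Tris buffer was preincubated 30 min with compound, then given a substrate mix of 0.016 mM NADPH and 2 mM alpha-KG for 80 min at room temperature; remaining NADPH was read by diaphorase/resazurin fluorescence.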
USP1 inh: USP1/UAF1 (human) deubiquitinase inhibition; recombinant USP1/UAF1, Ub-Rhodamine cleavage fluorescence; Potency, µM (top dose mostly 57.1 µM), for inactives: at the highest dose activity change, negative = inhibition, actives largely listed as inhibitors; hit rate 0.23% among 390,000; AID 743255; further: potency means the concentration at half of the fitted maximal effect; on the % scale 0 is the no-effect control and ±100 the full control effect; nearly all actives have a fitted effect of over 60% in size; inactives centre near -12
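1 nM enzyme complex + cpd, 15 min RT; start with Ub-Rho 150nM final; kinetic fluorescence ex 480/em 540, 6 reads q60 s. Buffer 50mM HEPES pH 7.8, 0.5mM EDTA, 0.1 mg/ml BSA, 1mM TCEP, 0.01% Tween-20.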
D2 antag: antagonists of human D2 dopamine receptor | HEK293 TREx D2 cells, calcium flux, dopamine EC80 | hit rate 2% among 340,000 | inhibition, % at 10 µM; in the data active means inhibition above about 30%; further: 0% is about no effect
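Calcium mobilization kinetics were recorded at 1 s intervals in tetracycline-induced HEK293 T-REx D2 cells, first for 180 s after compound addition and then 180 s after EC80 dopamine.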
* marks the source's active call; other numbers are inactive results; ? = inconclusive; / = no result given; [ ] = dose if it differs, or a comment. Unless noted, the call rests on the fitted dose curve; in most records, active means well fitted inhibition curve with a large enough effect; inconclusive means small, poorly fitted or top-dose-only effect; inactive means no such curve, though single readings can be large or run the other way.

No.	smiles	PI4K2A inh	mIDH1 inhibitor	D2 agonist	TrxR1 substrate	D2 antag	TRHR ag	USP1 inh	rTrxR1 inhibitor	TRHR enhancer
1	C#CCOCCOCCOCCNc1nc(N2CCN(C(=O)[C@H](CCC(=O)O)n3cc(C(N)CO)nn3)CC2)nc(N2CCN(C(=O)[C@H](CCC(=O)O)n3cc(C(N)CO)nn3)CC2)n1 (stereo partly specified)	/	/	-0.1	/	6.3	0.3	/	/	-0.6
2	Cc1ccc(S(=O)(=O)N/N=C2/CC(=O)CC(C)(C)C2)cc1[N+](=O)[O-]	2.6	2.9%	1.3	-2.7%	-3.7	-0.6	-19.9%	39.8µM*	1.5
3	CN1CCN(Cc2c(O)ccc3c(-c4ccccc4)cc(=O)oc23)CC1	5.7	2.8%	0.3	8.0%	-1.3	0.2	-4.7%	-13.4%	-7.3
4	O=C(O)C1=C[C@H](c2ccc(F)cc2)C[C@H](OCc2ccc(CO)cc2)O1	-2.7	-15.1%	0.1	10.8%[57.1 µM]	9.8	-0.2	-10.4%	17.9%[57.1 µM]	1.2
5	COC(=O)CC1C(=O)NC2CCCCC2N1C(=O)CCl (stereo unspecified)	10.0	0.0%	-1.7	6.1%	-1.9	-0.9	-12.2%	20µM*	-7.4
6	Cc1cc(C)nc(-n2nc(C)cc2NC(=O)CN2CCCC(C)C2)n1 (stereo unspecified)	-1.9	1.9%	-1.6	-1.0%	-0.8	-0.2	-26.0%	29.8%	-1.3
7	CC(C)Cn1c(N)c(C(=O)CSc2ccccc2)c(=O)n(C)c1=O	0.6	2.5%	0.5	0.3%	7.8	1.7	-20.1%	-0.4%	-3.8
8	NC(=S)Nc1cccc(F)c1	-0.5	0.1%	0.2	8.1%[57.1 µM]	2.0	1.0	0.8%	3.0%[57.1 µM]	-0.5
9	CCC(C(=O)NCCCN1CCOCC1)n1c2ccccc2c2nc(=O)cc(C)n21 (stereo unspecified)	5.7	0.0%	0.5	2.7%	9.6	-0.1	-15.6%	-5.1%	-1.5
10	COc1ccc(C(=O)/C=C/c2ccc(O)cc2)c2c1CC(O)C(C)(C)O2 (stereo unspecified)	-8.3	25.3%	/	1.1%	/	/	-27.1%	-0.6%	/
11	O=C(/C=C/c1c(Cl)cccc1Cl)NCCc1ccccc1	-1.4	3.0%	0.2	-4.5%	-3.9	3.3	-22.0%	-4.8%	-1.8
12	CCOc1c(Cl)cc(CNc2ccc(N3CCCC3)cc2)cc1OC	-7.2	17.5%	/	-8.8%	/	-1.1	-32.8%	12.6µM*	3.5
13	COc1ccccc1NC(=O)c1cn(-c2ccccc2)nc1-c1ccccc1	-3.7	20.5%	0.2	5.3%	/	0.1	-14.5%	13.6%	26.3
14	Cc1ccc(-c2nn(-c3ccccc3)cc2C(=O)Nc2ccc(C)c(S(=O)(=O)N3CCOCC3)c2)cc1	5.3	5.3%	0.6	3.1%	-8.4	1.0	-13.8%	11.1%	0.2
15	O=C1NCCCC1C(=O)N/N=C/c1cccc(Cl)c1 (stereo unspecified)	-3.5	4.3%	-1.5	-17.2%[11.4 µM]	-0.7	1.9	-11.8%	26.4%[11.4 µM]	5.7
16	CC1CC(OCC(O)C[N+]2(C)CCOCC2)CC(C)(C)C1 (stereo unspecified)	0.8	-2.4%	-0.4	-4.4%	6.5	1.5	-15.5%	-6.2%	-5.0
17	COc1ccc(C(C(=O)Nc2ccc(F)cc2)N(C(=O)Cn2nnc3ccccc32)C2CC2)cc1 (stereo unspecified)	1.4	-2.0%	/	6.1%	/	/	?	12.8%	/
18	CC(C)CC1(C)NC(=O)N(CC(=O)Nc2ccc3c(c2)CCC3)C1=O (stereo unspecified)	-10.5	7.8%	0.3	12.5%[57.1 µM]	2.4	-0.3	?	28.0%[57.1 µM]	-0.1
19	Cc1ncc([N+](=O)[O-])n1CC(=O)N/N=C/c1ccc(F)cc1	6.6	6.1%	0.5	-1.8%	2.9	0.4	-17.5%	21.7%	-4.1
20	CCCSCCCNC(=O)c1ccc2nc(Cc3ccccc3)oc2c1	-1.5	-9.0%	-0.4	-0.5%[57.1 µM]	/	-0.6	-23.2%	25.0%[57.1 µM]	1.1
21	O=C(COc1ncnc2ccccc12)NCCC1=CCCCC1	2.8	-3.1%	-0.6	1.7%	1.7	-0.1	4.8%	14.9%	0.7
22	CCN(c1ccccc1)S(=O)(=O)c1cc2c(cc1C)NC(=O)CO2	0.5	10.8%	-0.8	-1.9%[57.1 µM]	8.9	-0.9	-23.3%	-3.7%[57.1 µM]	0.3
23	O=C1[C@@H](Oc2ccccc2)[C@@H](c2cccnc2)N1c1ccccc1	-5.6	-7.0%	/	0.6%	/	/	-31.2%	6.9%	/
24	COc1ccc(NC(=O)CSc2nccn2Cc2ccccc2)cc1	-4.0	8.8%	0.6	-1.8%	13.0	-0.8	-16.4%	4.9%	29.9
25	O=C(NCCCN1CCOCC1)c1cc(S(=O)(=O)N2CCOCC2)c(Cl)cc1Cl	2.8	-7.8%	0.1	-4.4%	9.7	0.2	3.9%	6.3%	6.1
26	CC(=O)NCCn1c(SCC(=O)NCC2CCCO2)nc2ccccc2c1=O (stereo unspecified)	-1.5	2.1%	-0.2	9.5%[57.1 µM]	-10.7	-0.5	-9.1%	0.8%[57.1 µM]	0.2
27	Cc1ccc2nc(-c3ccc(NS(=O)(=O)c4c(C)n(C)c(=O)n(C)c4=O)cc3)sc2c1	-1.4	-8.8%	-0.5	23.4%	-5.1	-0.4	2.5%	29.8%	9.5
28	O=C(O)CCCCNCc1ccccc1	1.0	1.0%	0.8	5.4%	3.2	-1.0	16.5%	43.1%[activator]	-3.7
29	CC(Sc1ncnc2sc(-c3ccccc3)cc12)C(=O)N1CCNC1=O (stereo unspecified)	-4.1	0.4%	-0.1	2.7%	5.2	-0.3	-2.9%	7.1%	0.0
30	O=C(c1ccc(-c2ccccc2Cl)o1)N1CCCCCCC1	0.3	0.0%	/	1.7%[57.1 µM]	/	/	-28.3%	5.8%[57.1 µM]	/

Three compounds out of the list above, arranged by the value under TRHR enhancer, high to low:
No.	mol	PI4K2A inh	mIDH1 inhibitor	TrxR1 substrate	D2 antag	TRHR ag	USP1 inh	rTrxR1 inhibitor	TRHR enhancer
25	O=C(NCCCN1CCOCC1)c1cc(S(=O)(=O)N2CCOCC2)c(Cl)cc1Cl	2.8	-7.8%	-4.4%	9.7	0.2	3.9%	6.3%	6.1
26	CC(=O)NCCn1c(SCC(=O)NCC2CCCO2)nc2ccccc2c1=O (stereo unspecified)	-1.5	2.1%	9.5%[57.1 µM]	-10.7	-0.5	-9.1%	0.8%[57.1 µM]	0.2
11	O=C(/C=C/c1c(Cl)cccc1Cl)NCCc1ccccc1	-1.4	3.0%	-4.5%	-3.9	3.3	-22.0%	-4.8%	-1.8

(continued)
No.	smiles	PI4K2A inh	mIDH1 inhibitor	D2 agonist	TrxR1 substrate	D2 antag	TRHR ag	USP1 inh	rTrxR1 inhibitor	TRHR enhancer
31	Cc1sc2ncnc(N(C)Cc3cccs3)c2c1C	-3.8	0.9%	0.4	5.5%[57.1 µM]	-1.6	-1.0	-24.2%	-4.8%	-1.0
32	COc1ccccc1NC(=O)CSc1n[nH]c(-c2ccco2)n1	4.5	-7.9%	/	0.1%	/	/	-21.6%	13.6%	/
33	COc1cc(C(F)(F)F)nc2c(Br)c(C(C)(C)C)nn12	-1.3	5.8%	2.1	24.9%[57.1 µM]	/	0.2	-15.2%	28.7%[57.1 µM]	-0.8
34	O=[N+]([O-])c1ccc(Cl)c(S(=O)(=O)Nc2ccc(-c3ccc(N4CCCC4)nn3)cc2)c1	-1.4	-1.8%	-0.4	-8.6%	-0.1	-0.2	-21.0%	-7.6%	3.4
35	Clc1cccc(Nc2nc(-c3ccncc3)cs2)c1	58.9	12.8%	0.9	5.1%[57.1 µM]	-13.5	-0.6	-15.2%	5.2%[57.1 µM]	4.7
36	CCOC(=O)CN1C(=O)NC2(CCCc3ccccc32)C1=O (stereo unspecified)	1.8	0.0%	0.5	0.4%	-18.8	0.0	-5.8%	2.0%	9.1
37	O=C(Nc1ccc(S(=O)(=O)N2CCOCC2)cc1)c1ccc(=O)[nH]c1	0.8	1.9%	0.7	0.5%	-11.2	0.2	-13.4%	9.0%	-7.2
38	Cc1ccc(Cl)cc1NC(=O)c1cccc(OC(F)F)c1	-1.1	5.2%	-0.4	-1.9%	-2.9	-0.2	-18.8%	14.1%	-5.2
39	Cc1cccc(-c2c3c(=O)n(C)c(=O)n(C)c3cn2CC2CCCO2)c1 (stereo unspecified)	2.2	5.8%	0.4	-3.6%	8.6	-0.1	-15.7%	?	-0.3
40	Cc1ccc(N(CC(=O)N2CCCCC2)S(=O)(=O)c2ccc(C)cc2)cc1	1.6	-9.0%	0.0	0.3%	-12.6	-0.5	-25.1%	6.0%	11.4
41	Cc1ccc(S(=O)(=O)N2C(=S)SCC2(C)C)cc1	/	/	-0.1	/	0.3	0.6	/	/	1.1
42	O=C(Nc1cccc(CCc2ccccn2)c1)c1ccc(Cl)cc1	/	/	-0.8	/	4.0	0.0	/	/	-3.8
43	Cc1cc(CNC(=O)Cc2c(F)cccc2Cl)nn1C	5.1	9.3%	-0.1	0.2%	-7.0	0.7	-7.7%	4.8%	1.3
44	CC(C)Nc1nnc(SCC(=O)Nc2ccc3c(c2)C(=O)c2ccccc2C3=O)s1	-3.5	2.5%	1.1	-3.6%	-6.0	-0.4	-15.0%	-1.6%	0.1

Hits appear at their usual frequency. Share with any hit: about 3.9%.
